Screens from PubChem.
CTSL1 counter: blocks F. hepatica cathepsin L1 in PFM18AAP counter-screen; recombinant F. hepatica cathepsin L1, Z-Leu-Arg-MCA fluorescence; inhibition, % at 5.96 µM; 300,000 tested, 0.49% active;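 active = inhibition above the mean of all tested compounds plus 3 SD, set per screening campaign, cut at about 17% in these data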;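 also: 0% = plate median of test compound wells and 100% = 1 µM Z-Phe-Ala-diazomethylketone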
PP5 inh: blocks human protein phosphatase 5 activity | inhibition, % at 6.7 µM | P53041 | purified PP5c, OMFP substrate fluorescence | 320,000 tested, 0.18% active;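 active = inhibition above the campaign's mean inhibition across all tested compounds plus 3 SD, cut at about 9.5% in these data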;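 also: 0% = DMSO only and 100% = 100 µM cantharidin control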
procasp3 activ: activators of human procaspase-3; P42574; recombinant procaspase-3 D3A, Ac-DEVD-pNA absorbance 405 nm; activation, % at 8.5 µM; 330,000 tested, 0.11% active; AID 463141;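 active = activation above the mean of all tested compounds plus 3 SD, cut at about 21% in these data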;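 also: 0% = DMSO alone and 100% = DMSO wells spiked with extra 5 µM PC-3 D3A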
Target sequence (P42574 whole entry D9A/D28A/D175A): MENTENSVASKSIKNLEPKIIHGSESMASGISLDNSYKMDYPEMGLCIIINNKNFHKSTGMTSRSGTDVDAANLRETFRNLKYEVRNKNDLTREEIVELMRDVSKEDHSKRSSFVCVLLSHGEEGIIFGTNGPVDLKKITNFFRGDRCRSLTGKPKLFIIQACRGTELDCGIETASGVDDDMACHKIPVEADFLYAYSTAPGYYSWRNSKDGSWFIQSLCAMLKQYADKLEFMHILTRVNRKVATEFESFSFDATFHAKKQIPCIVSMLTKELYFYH
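assay system = Procaspase-3 D3A mutant | signal = absorbance at 405 nm, 0 and 120 min | times = 1 h preincubation plus 2 h reaction at 25 °C | repeats = single replicate | read-out = % activation between DMSO and enzyme-spiked controls | medium = Zinc-free HEPES saline buffer with Triton X-100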
Efflux pump mplx: antifungal efflux pump inhibition, Nile Red retention | S. cerevisiae Candida pump triplex | inhibition, % at 10 µM | 330,000 tested, 0.44% active | AID 485275;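 active = plate passing quality check with inhibition over a set limit, or well fluorescence over plate mean plus 4 SD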;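 also: Nile Red retained in pooled yeast measured as flow cytometry median fluorescence; 0% = buffer negative control and 100% = Enniatin B positive control; higher means more Nile Red kept so more efflux inhibition; some compounds called inactive have numbers as strong as hits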
PP1 counter: counter-screen for PP5 inhibitors: inhibitors of human PP1-alpha. 320,000 tested, 0.9% active. purified PP1alpha, OMFP fluorescence. inhibition, % at 6.7 µM. P62136;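 active = inhibition above the mean inhibition of all tested compounds plus 3 SD, computed separately for each screening campaign, cut at about 15% in these data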
Target sequence (P62136 whole entry, looked up): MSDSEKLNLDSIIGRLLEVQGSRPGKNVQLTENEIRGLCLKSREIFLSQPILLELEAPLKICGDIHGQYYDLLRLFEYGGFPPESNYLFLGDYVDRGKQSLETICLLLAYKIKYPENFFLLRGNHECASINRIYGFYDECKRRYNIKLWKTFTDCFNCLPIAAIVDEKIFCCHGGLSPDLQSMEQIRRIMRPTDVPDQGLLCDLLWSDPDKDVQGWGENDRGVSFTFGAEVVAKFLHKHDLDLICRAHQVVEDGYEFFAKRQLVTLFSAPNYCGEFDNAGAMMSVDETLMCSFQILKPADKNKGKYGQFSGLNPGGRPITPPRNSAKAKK
core dimer inh: blocks dimerization of HCV core protein; TR-FRET GST/Flag-core106 dimerization, 1536-well; inhibition, % at 5 µM; 300,000 tested, 0.33% active; AID 1899;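 active = inhibition above the mean of all tested compounds plus 3 SD, set per screening campaign, cut at about 45% in these data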
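System – GST-tagged and Flag-tagged HCV core protein residues 1-106 · Repeats – one well for each compound · Technique – TR-FRET 671 and 617 nm emission · Doses – one concentration, 5 µM, in 0.5% DMSO · Times – 4 h, 22.5 °C incubation · Also added – Eu donor and XL665 acceptor anti-tag antibodies · Measure – percent inhibition of core106 dimerization signal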
TPT1 inhibitor: inhibitors of Candida albicans tRNA 2'-phosphotransferase TPT1 | recombinant caTPT1, FP RNA substrate dephosphorylation | inhibition, % at 5 µM | 300,000 tested, 0.81% active;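 active = inhibition above the mean of all tested compounds plus 3 SD, set per screening campaign, cut at about 24% in these data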;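 also: plate controls were DMSO alone for no effect and ferristatin control at 100 nM for full effect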
JMJD2C inh: blocks human GASC-1 demethylase activity; Q9H3R0; GST-JMJD2C(1-420) H3K9me3 demethylation, DELFIA europium; inhibition, % at 2.35 µM; 330,000 tested, 0.069% active; AID 2099;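 active = more than half of a compound's replicate wells show inhibition beyond 50%, single wells judged on their own value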;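 also: signal counts dimethyl H3K9 product captured on neutravidin plate; 0% = median of DMSO wells and 100% = 0.3 times that DMSO median; strong numbers were not always called active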
Target sequence (Q9H3R0 1-420 limits assumed): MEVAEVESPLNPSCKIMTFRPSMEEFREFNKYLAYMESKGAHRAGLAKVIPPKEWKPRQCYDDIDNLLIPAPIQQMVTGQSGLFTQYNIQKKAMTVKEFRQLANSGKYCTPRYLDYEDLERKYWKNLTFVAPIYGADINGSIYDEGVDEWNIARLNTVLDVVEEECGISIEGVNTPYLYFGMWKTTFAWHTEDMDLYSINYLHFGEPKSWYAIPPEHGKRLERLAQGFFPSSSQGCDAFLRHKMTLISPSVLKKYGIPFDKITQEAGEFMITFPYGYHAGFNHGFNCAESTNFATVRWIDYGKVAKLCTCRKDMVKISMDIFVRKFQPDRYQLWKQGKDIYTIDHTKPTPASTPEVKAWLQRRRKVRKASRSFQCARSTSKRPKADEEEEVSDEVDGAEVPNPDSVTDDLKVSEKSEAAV
proCasp7 act: activates human procaspase-7, counter-screen for procaspase-3 activators; activation, % at 8.5 µM; AID 463210; 330,000 tested, 0.093% active; P55210; recombinant procaspase-7, Ac-DEVD-pNA absorbance 405 nm; D23A/D198A/D206A triple mutant, cannot self-cleave; scale: DMSO 0, 5 µM enzyme 100;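 active = percent activation above the screen-wide mean plus 3 SD, cut at about 25% in these data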
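signal = Epi-absorbance of released pNA at 405 nm, two timepoints | assay system = Uncleavable procaspase-7 mutant enzyme | reagent = Ac-DEVD-pNA substrate, 400 µM as added | times = 1 h enzyme–compound preincubation and 2 h substrate reaction, both 25 °C | benchmarks = low DMSO alone, high DMSO plus 5 µM PC-7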
An asterisk follows results filed as active; x = no result given. An unsorted share of the library. About 2.9% of those tested had a hit in this group.

SMILES | CTSL1 counter | PP5 inh | procasp3 activ | Efflux pump mplx | PP1 counter | core dimer inh | TPT1 inhibitor | JMJD2C inh | proCasp7 act
COc1ccc(S(=O)(=O)N2CCOC2CNC(=O)C(=O)NCC(C)C)cc1 (stereo unspecified) | -1.8 | 1.6 | 1.0 | -0.4 | -0.7 | 0.7 | -0.4 | 0.3 | 2.3
COc1ccc(OC(=O)c2cccnc2)cc1 | -1.5 | 0.4 | -1.3 | -0.1 | -0.5 | -0.9 | -2.0 | -1.4 | 1.0
COc1ccc(CN2CCNC(=O)C2CC(=O)N(C)CC2CCOCC2)cc1OC (stereo unspecified) | 4.2 | 0.4 | 2.6 | 0.1 | -3.7 | -4.2 | -2.7 | 2.4 | 6.6
COc1ccc(CC(=O)NCCCCc2ccccc2)cc1OC | -1.4 | 0.3 | 0.6 | 0.0 | -2.6 | -3.5 | -1.7 | -9.9 | 8.5
O=C1Nc2ccccc2C1=Nc1ccc(F)cc1 | 0.6 | -0.5 | -0.9 | -0.4 | 0.5 | -9.7 | -3.9 | 5.9 | 6.5
COc1ccccc1NS(=O)(=O)c1ccc(C)c(NS(=O)(=O)c2cc(C(=O)O)cc(C)c2C)c1 | -1.4 | 0.6 | -0.7 | 1.6 | -1.5 | 2.2 | -3.8 | -2.6 | -0.7
CCCC(=O)Nc1sc(C)c(C)c1C(=O)Nc1cccc(C)c1 | 0.3 | 2.6 | 9.6 | -0.1 | -1.6 | 7.2 | 3.6 | -1.8 | -2.0
COC(=O)c1cccc(NC(=O)CSc2nnc(COc3ccc(C#N)cc3)n2-c2ccccc2)c1 | -3.0 | 3.5 | 0.8 | 0.0 | 1.0 | 5.5 | 0.7 | -17.7 | -1.1
Cc1ccccc1NS(=O)(=O)c1ccc(NS(=O)(=O)c2cccs2)cc1 | 4.2 | -1.9 | 4.6 | 0.0 | 0.4 | -19.9 | 0.6 | 4.9 | -1.4
O=C(Nc1ccccc1)c1ccc(S(=O)(=O)N(CCO)CCO)cc1 | 0.0 | -1.7 | -3.4 | 0.0 | -1.8 | 1.4 | -4.0 | 4.7 | 0.6
O=c1oc2ccccc2n1CCCCCn1c(=O)oc2ccccc21 | -1.6 | 5.0 | 5.8 | 0.2 | 0.1 | -0.2 | 1.3 | -30.5 | -0.9
O=C(Nc1nc(-c2cc(Cl)sc2Cl)cs1)c1ccc(Br)s1 | -0.5 | 0.9 | 10.4 | -0.1 | -8.6 | 4.6 | -6.7 | -1.3 | 2.0
COc1ccc(C(=O)NNC(=O)CN2CCC(n3nnc4cc(C)ccc43)CC2)cc1 | 3.2 | 0.5 | 1.2 | 0.0 | 0.9 | -0.4 | -0.7 | 11.8 | 4.4
CCCCC(=O)NN(C)c1nc(-c2ccccc2)nnc1C(F)(F)F | -0.1 | 2.4 | -2.4 | 0.3 | 1.0 | 5.8 | -0.7 | -5.9 | 2.4
O=C1C(=O)N(c2cccc(Cl)c2)C(c2ccccc2[N+](=O)[O-])/C1=C(\O)c1ccccc1 (stereo unspecified) | 2.7 | 2.1 | 1.3 | 0.0 | -183.7 | 8.2 | 1.5 | -25.0 | -10.1
COc1ccc(CNC(=O)CNC(=O)CNS(=O)(=O)c2ccc(C)c(C)c2)cc1 | -2.6 | 1.2 | -6.6 | 0.0 | -2.0 | -5.1 | 0.3 | 6.8 | 3.5
Cc1cc(C)c(C(=O)C2OC(=O)C(C)(C)C(=O)C2(C)C)c(C)c1 (stereo unspecified) | 1.2 | 1.2 | 6.7 | 0.0 | -2.6 | 1.1 | -2.7 | 4.3 | 12.4
COc1cccc(C(=O)N/N=C/c2ccc(Oc3ccc([N+](=O)[O-])cn3)c(OC)c2)c1 | 3.6 | 0.9 | -1.8 | -0.1 | -1.8 | 7.9 | -2.9 | 7.4 | -8.6
COc1ccccc1NCC(=O)N/N=C/c1sccc1C | 1.9 | 2.5 | 4.1 | 0.0 | -0.6 | 6.0 | -4.2 | 8.4 | 11.5
CSc1ccc(C(c2c(C)[nH][nH]c2=O)c2c(C)[nH][nH]c2=O)cc1 | 4.0 | -3.8 | 3.5 | 0.0 | -0.2 | -2.0 | 0.8 | -15.3 | -4.2
c1ccc(-n2ncc3c(NCCN4CCOCC4)ncnc32)cc1 | -2.9 | 1.7 | 7.3 | 0.0 | 2.3 | 0.5 | -1.9 | 4.1 | -0.5
Nc1nc(Nc2ccccc2F)nc(NCc2ccco2)c1[N+](=O)[O-] | 5.0 | 0.6 | -3.7 | 0.1 | -0.3 | 8.8 | 1.5 | -4.8 | 8.8
O=C(O)c1ccc2c(=O)n3c(nc2c1)/C(=C/c1ccc(F)cc1)CC3 | -5.9 | 0.8 | -6.0 | 2.7 | -8.6 | -8.1 | -0.9 | -9.9 | -12.6
O=C(O)C1CCC(=O)N(C2CCCCC2)C1c1ccccc1 (stereo unspecified) | -0.3 | 2.1 | 6.6 | 0.3 | -4.3 | -3.0 | 1.4 | -6.2 | 13.8
O=S1(=O)CCC(NC2CCCC2)C1 (stereo unspecified) | -2.8 | -0.8 | 2.9 | 0.3 | -0.2 | -7.8 | 0.9 | 0.1 | 10.8
Cc1c(C(=O)NCCN(C)C)oc2ccc(S(=O)(=O)N3CCC4(CC3)OCCO4)cc12 | -0.5 | 1.9 | -3.6 | -0.1 | 3.8 | 6.2 | -2.5 | -6.3 | 6.2
O=C(CCN1C(=O)/C(=C\c2ccccc2)SC1=S)NNC(=O)c1cccnc1 | 3.1 | 4.0 | -0.7 | 0.0 | -1.7 | -9.9 | -1.4 | 5.0 | 0.8
CC(=O)Nc1ccc(C2=NN(c3ccccc3)C(c3ccccc3)C2)cc1 (stereo unspecified) | -0.2 | 3.0 | 217.8* | 0.6 | 2.0 | -14.3 | -1.4 | -9.0 | 46.0*
Cc1nc2sc(C(c3cccs3)N3CCN(C(=O)c4ccco4)CC3)c(O)n2n1 (stereo unspecified) | 0.1 | 3.0 | 3.5 | 0.3 | -1.2 | -9.3 | -1.3 | -10.7 | -5.5
COc1ccc(OC)c(C2C(C(=O)Nc3ccccc3OC)=C(C)Nc3nc(CCCO)nn32)c1 (stereo unspecified) | -1.9 | 0.4 | -1.9 | 0.2 | -3.7 | 2.1 | 3.1 | 0.0 | 1.9
CCOC(=O)c1c(C)[nH]c(C)c1C(=O)COC(=O)Cc1n[nH]c(=O)c2ccccc12 | x | x | 4.5 | 0.1 | x | x | x | 5.6 | 12.0
CCCCn1cnc2c(c(-c3ccccc3)c(-c3ccccc3)n2Cc2ccco2)c1=N | 0.7 | 0.9 | 1.9 | 0.1 | 4.3 | 2.1 | 3.4 | -15.9 | -8.0
Cn1c(=O)n(C)c2cc(NC(=O)CSc3ccccc3)ccc21 | 3.4 | -1.1 | 7.1 | 0.1 | 3.0 | 1.9 | -1.2 | 12.9 | 4.8
COc1ccc(-c2nc3ccccc3c(=O)n2CCCN2CCOCC2)cc1 | -2.0 | 3.6 | -2.0 | 0.0 | 1.8 | -1.3 | 1.8 | 4.4 | -4.7
COc1ccc(CNC(=O)c2c(C)nc3ccccn23)cc1 | 3.5 | -0.7 | -0.2 | -0.1 | -4.3 | -5.5 | 6.4 | 4.7 | 2.5
COCCOC(=O)c1c(N)n(CCCN2CCOCC2)c2nc3ccccc3nc12 | 1.3 | 2.0 | -7.4 | 0.1 | -4.3 | 2.5 | 2.4 | -1.0 | 2.8
O=C(CCN1C(=O)/C(=C/c2ccc(F)cc2)SC1=S)Nc1cccnc1 | 1.3 | 1.8 | -5.4 | 0.1 | -1.4 | 10.7 | 0.7 | 2.7 | 4.5
COc1ccc2c(c1)CC/C(=C/c1cc(OC)c(OC)c(OC)c1)C2=O | 2.3 | 0.3 | 7.4 | 0.0 | 1.7 | 9.4 | -2.4 | 0.5 | 5.2
Cc1cccc(C)c1NC(=O)CNC(=O)C1CCCC1 | x | -0.1 | -1.0 | -0.1 | -2.1 | x | x | 5.6 | 1.3
COc1ccc(CN(C)C(=O)C23CC4CC(CC(C4)C2)C3)c(OC)c1 | 2.3 | 1.5 | -4.9 | -0.2 | -1.8 | -1.9 | -5.7 | 14.3 | 2.0
CNC(=O)COC(=O)Cc1ccc(Cl)cc1 | -5.0 | 0.5 | 2.2 | 0.0 | -4.4 | 0.8 | -2.5 | -47.0 | -2.1
CCOc1ccc(N2C(=O)C3C(c4ccc(O)cc4)NC(CCSC)(C(=O)OC)C3C2=O)cc1 (stereo unspecified) | -4.7 | 2.6 | 11.7 | -0.1 | -2.6 | 1.0 | 0.5 | -12.4 | 7.6
CSC(=NCc1ccco1)NC#N | -1.4 | 4.1 | 7.3 | -0.3 | -1.8 | 10.1 | -0.1 | 5.1 | -4.8
Cc1ccc(CSc2nc3c(c(=O)[nH]c(=O)n3C)n2CCC(C)C)cc1 | 4.4 | 1.0 | 8.2 | -0.2 | 5.1 | 13.5 | 0.2 | 1.1 | 5.1
CCOC(=O)C1CCCN(C(=O)Cn2cnc3sc(C)c(S(=O)(=O)N4CCOCC4)c3c2=O)C1 (stereo unspecified) | 4.0 | -1.1 | -7.4 | -0.2 | -0.8 | -5.8 | 1.1 | -8.2 | -5.7
COc1ccc(-n2c(SCC(=O)Nc3cc(C)on3)nc3ccc(O)cc3c2=O)cc1OC | 6.8 | -1.6 | -4.5 | -0.2 | -4.9 | -14.3 | 3.8 | -12.0 | -12.2
CS(=O)(=O)NCc1csc(-c2ccccc2)n1 | -0.4 | -1.1 | 9.2 | -0.1 | -0.5 | 0.2 | -2.2 | -1.9 | 17.0
Cc1cccc2sc(NS(=O)(=O)c3ccccc3)nc12 | -2.7 | -5.6 | 3.2 | 0.1 | -3.8 | -6.1 | -1.0 | -7.3 | 1.8
Cc1ccc(CN2CCN(Cc3nc4c(s3)CCCC4)CC2CCO)cc1 (stereo unspecified) | -3.1 | 3.8 | -4.7 | 0.3 | 2.0 | -0.6 | -0.5 | -36.7 | -4.7
CCN=C1S/C(=C\c2sccc2C)C(=O)N1CC | 1.0 | 2.5 | 2.0 | -0.1 | -4.3 | -3.2 | 4.1 | 8.6 | -1.7
